High-throughput results from PubChem.
IDH1 R132H inh – human IDH1 R132H inhibition. IDH1-R132H enzyme, NADPH consumption, diaphorase/resazurin fluorescence. Potency, µM (highest dose often 76.6 µM), for inactives: at the highest dose activity change, negative = inhibition, actives largely listed as inhibitors. hit rate 0.093% among 390,000. AID 602179; also: potency is read from the fitted curve at half-maximal effect; % is scaled to controls: 0 for no effect and ±100 for the full control effect; nearly all actives have a fitted effect of over 65% in size
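IDH1-R132H (0.5 ug/mL dispensed) in pH 7.5 Tris buffer was preincubated 30 min with compound, then given a substrate mix of 0.016 mM NADPH and 2 mM alpha-KG for 80 min at room temperature; remaining NADPH was read by diaphorase/resazurin fluorescence.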
LDHA inh – LDHA (human) enzyme inhibition. P00338. hit rate 0.15% among 480,000. activity change, % (values are at about 110 or 230 µM). purified LDHA, NADH/diaphorase-resazurin fluorescence; hits give low values; in the data active = activity change below about -30%; inconclusive = mostly about -25% to -30%;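 also: plate controls were DMSO wells for no effect and wells without enzyme for full effect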
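Remaining NADH was detected by diaphorase (0.133 mg/mL) converting 37 µM resazurin to fluorescent resorufin, read at 0 and 20 minutes. The preceding 5-minute room-temperature reaction used 2 nM LDHA, 0.2 mM sodium pyruvate and 0.06 mM NADH at pH 7.4.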
Vif-A3F inh – blocks the Vif interaction with APOBEC3F | hit rate 0.2% among 390,000 | Potency, µM (doses to about 46.1 µM), for the others: at the highest dose activity, negative = active | HeLa A3F-eYFP + Vif (tagged APOBEC3F with the HIV-1 protein that degrades it), YFP fluorescence increase; also: potency is read from the fitted curve at half-maximal effect; % of control where 0% means no effect; nearly all actives have a fitted effect of over 65% in size
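HeLa cells stably expressing Vif plus C-terminally eYFP-tagged A3F were seeded, incubated overnight at 37 deg C, dosed with compound, incubated overnight again at 37 deg C. Yellow fluorescence (Ex 488/Em 500-530) reported blocked Vif-mediated A3F-eYFP degradation.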
rTrxR1 inhibitor – inhibitors of rat thioredoxin reductase 1. O89049. recombinant rTrxR1, NADPH fluorescence consumption, selenite substrate. Potency, µM (doses to about 114 µM), for inactives: at the highest dose activity change, negative = inhibition, hits mostly inhibitors. hit rate 1% among 390,000. AID 588453; also: potency is read from the fitted curve at half-maximal effect; % is scaled to controls: 0 for no effect and ±100 for the full control effect; nearly all actives have a fitted effect of over 65% in size
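Rat TrxR1 (90 nM in the dispensed reagent) was pre-reduced with 400 uM NADPH for 5 min at room temperature, then incubated with compound for 15 min. After 400 uM selenite was added, NADPH fluorescence (Ex 340/Em 450 nm) was followed for 8 min.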
Vif-A3G inh – Vif-A3G binding inhibition. Q9HC16. HeLa A3G-eYFP + Vif (tagged APOBEC3G with the HIV-1 protein that degrades it), YFP fluorescence, overnight. hit rate 0.076% among 410,000. Potency, µM (series often up to 46.1 µM), for the others: at the highest dose activity, negative = active, usual class: inhibitors. AID 602310;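 also: potency is read from the fitted curve at half-maximal effect; % is scaled to controls: 0 for no effect and ±100 for the full control effect; nearly all actives have a fitted effect of over 60% in size; hits raise eYFP signal because A3G escapes Vif-driven loss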
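HeLa cells stably expressing Vif and C-terminally eYFP-tagged A3G, seeded overnight at 37 deg C, then exposed to compound by pintool overnight at 37 deg C. Rise in yellow fluorescence (Ex 488/Em 500-530, Acumen) marks blocked Vif-driven A3G degradation.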
USP1 inh – inhibitors of human USP1/UAF1 deubiquitinase; Potency, µM (series often up to 57.1 µM), for the others: top-dose activity change, negative = inhibition, actives largely listed as inhibitors; hit rate 0.23% among 390,000; AID 743255; O94782; recombinant USP1/UAF1, Ub-Rhodamine cleavage fluorescence; also: potency is read from the fitted curve at half-maximal effect; % is scaled to controls: 0 for no effect and ±100 for the full control effect; nearly all actives have a fitted effect of over 60% in size; inactives centre near -12
Target sequence (O94782 whole entry, looked up): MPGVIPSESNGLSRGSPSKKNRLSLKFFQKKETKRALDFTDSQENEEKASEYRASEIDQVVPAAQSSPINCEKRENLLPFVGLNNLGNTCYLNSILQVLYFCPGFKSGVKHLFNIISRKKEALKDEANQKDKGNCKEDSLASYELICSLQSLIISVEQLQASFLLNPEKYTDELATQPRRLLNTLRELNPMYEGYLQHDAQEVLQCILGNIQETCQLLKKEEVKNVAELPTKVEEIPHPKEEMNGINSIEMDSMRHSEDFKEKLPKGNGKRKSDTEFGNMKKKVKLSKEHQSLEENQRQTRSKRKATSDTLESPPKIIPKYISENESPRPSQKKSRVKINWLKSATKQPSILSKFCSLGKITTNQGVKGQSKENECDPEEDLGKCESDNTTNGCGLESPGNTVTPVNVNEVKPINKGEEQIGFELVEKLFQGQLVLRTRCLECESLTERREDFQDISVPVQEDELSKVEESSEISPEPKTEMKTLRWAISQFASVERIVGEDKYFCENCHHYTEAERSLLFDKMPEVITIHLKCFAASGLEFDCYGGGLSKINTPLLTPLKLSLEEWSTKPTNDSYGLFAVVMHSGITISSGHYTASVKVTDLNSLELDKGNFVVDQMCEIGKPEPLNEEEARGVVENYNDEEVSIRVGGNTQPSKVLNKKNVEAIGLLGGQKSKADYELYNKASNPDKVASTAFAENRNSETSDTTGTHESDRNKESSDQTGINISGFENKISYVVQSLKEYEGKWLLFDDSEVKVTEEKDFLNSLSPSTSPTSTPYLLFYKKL
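High-throughput fluorogenic screen: 1nM USP1/UAF1 complex, Ub-Rho substrate 150nM final, 50mM HEPES pH 7.8 with 0.5mM EDTA, 0.1 mg/ml BSA, 1mM TCEP and 0.01% Tween-20.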
GRP78 ERSR act – ER stress response induction in glioma. U87-MG GRP78 promoter luciferase reporter, 16 h. Potency, µM, without a hit: at the top dose activation, usual class: activators. hit rate 0.02% among 420,000. AID 602332; also: potency is read from the fitted curve at half-maximal effect; series mostly up to about 76 µM; % of control where 0% means no effect; nearly all actives have a fitted effect of over 35% in size
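Stably transfected U87-MG glioma cells carrying a GRP78-based luciferase sensor; 16 h compound incubation. Luminescence end-point read 10 min after Bright-Glo addition at room temperature.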
RGS4 inhibitor – blocks human RGS4-accelerated GTP hydrolysis | Potency, µM (series often up to 114 µM), without a hit: top-dose activity change, negative = inhibition, usual class: inhibitors | AID 504845 | Transcreener GDP fluorescence polarization, RGS4-accelerated GTP hydrolysis | hit rate 0.039% among 390,000 | P49798; also: potency is read from the fitted curve at half-maximal effect; % is scaled to controls: 0 for no effect and ±100 for the full control effect; nearly all actives have a fitted effect of over 75% in size; some results filed as inactive show a strong effect at the top dose
Target sequence (P49798 whole entry, looked up): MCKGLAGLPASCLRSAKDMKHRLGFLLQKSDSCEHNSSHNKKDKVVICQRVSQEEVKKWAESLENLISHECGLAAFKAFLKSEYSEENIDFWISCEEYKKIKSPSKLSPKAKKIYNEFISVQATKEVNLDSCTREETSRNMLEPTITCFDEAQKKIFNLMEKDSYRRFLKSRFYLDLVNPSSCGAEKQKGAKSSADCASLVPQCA
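MLSMR compounds (23 nl, pin-transferred) preincubated 10 min at room temperature with a 500nM (2x) first reagent, then RGS4 at 900nM (2x) plus Transcreener GDP mix added; fluorescence polarization (620/688 nm) read before and after 90 min at 30 °C.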
TrxR1 substrate – is turned over as a substrate by rat TrxR1; O89049; purified TrxR1 substrate turnover, NADPH consumption readout; Potency, µM (titrated, usually from 114 µM), inactives show at the highest dose activity change, negative = substrate turnover; hit rate 0.01% among 390,000; AID 588456; also: potency is read from the fitted curve at half-maximal effect; % is scaled to controls: 0 for no effect and ±100 for the full control effect; nearly all actives have a fitted effect of over 50% in size
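Rat TrxR1, dispensed at 90 nM, was prereduced with 400 uM NADPH (final) for 5 min at ~22 deg C, then incubated with compound 15 min before 400 uM selenite. A first-read NADPH fluorescence drop versus no-compound background flagged substrates.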
The depositor's hits bear a star; ? = inconclusive; . = no result given; & = joins results of further samples; [ ] = another dose, or the depositor's remark. Unless noted, calls follow the shape of the dose curve; as a rule, active = well fitted curve in the direction sought with a large enough effect; inconclusive = small, poorly fitted or top-dose-only effect, or another doubt; inactive = no such curve, though single readings can be large; an effect the other way counts as inactive or inconclusive.

SMILES | IDH1 R132H inh | LDHA inh | Vif-A3F inh | rTrxR1 inhibitor | Vif-A3G inh | USP1 inh | GRP78 ERSR act | RGS4 inhibitor | TrxR1 substrate
CCOC(=O)CC(=O)CSc1n[nH]c(=O)[nH]c1=O | 8.7% | -3.7 | 4.2% | 8.5% | 3.2% | -13.0% | -4.1% | 8.0% | 9.1%
Cc1cc(-c2ccccc2)n(-c2ccc(C(N)=O)cc2)n1 | -8.3% | -6.3 | -3.5% | 5.1% | 0.4% | -2.6% | -4.1% | 3.7% | -4.1%
O=c1[nH]c2ccccc2cc1CN(Cc1ccco1)S(=O)(=O)c1ccc(F)cc1 | 8.0% | 0.0 | 2.3% | -17.1% | 0.9% | -13.3% | -8.2% | -39.2% | 3.0%
CCC1C(=O)C[C@H]2CCN3C(=O)CCCC1C23 (stereo partly drawn) | -2.1% | -0.3 | 1.9% | 13.7% | -4.3% | -18.7% | -2.6%&-4.4% | 13.3% | 5.4%
C=CCOc1ccc(C2/C(=C(/O)c3ccc(OC)cc3)C(=O)C(=O)N2CCN2CCNCC2)cc1 (stereo not drawn) | -8.9% | -2.2 | -0.5% | ? | -8.4% | -24.6% | -3.9% | -12.9%[56.9 µM] | 0.0%
CCC(C)c1ccc(OCCn2cc(/C=N/NC(=O)CSc3nnc(C)s3)c3ccccc32)cc1 (stereo not drawn) | -6.9% | -0.8 | -5.1% | 18.9%[57.1 µM] | -0.5% | -19.3% | 2.3% | -13.3% | 0.3%[57.1 µM]
CCn1c2ccccc2c2nnc(SCC(=O)Nc3ccc4c(c3)OCO4)nc21 | 4.8% | -2.5 | -1.1% | 10.5%[57.1 µM] | 2.0% | -2.0% | 1.0% | 10.8% | -1.8%[57.1 µM]
CCc1cccc(C)c1NC(=S)NCCc1c(C)[nH]c2ccc(C)cc12 | 9.8% | 2.2 | 2.3% | -4.2% | -11.5% | -19.6% | -0.6% | -16.9% | 2.2%
O=[N+]([O-])c1ccc(F)c(N=Cc2ccc(Br)s2)c1 | -3.1% | -7.9 | -13.1% | 9.4% | 1.4% | 1.0% | -0.1% | 4.9% | -8.4%
COc1ccc(C2(O)CCN(C(=O)c3ccc4c(c3)OCO4)CC2)cc1 | 3.8% | -5.7 | . | 12.9% | 0.9% | -5.5% | -2.8% | -17.8% | 8.1%
O=C(CN1C(=O)NC2(CCCCCC2)C1=O)Nc1cccc(F)c1 | -10.8% | -6.9 | 0.5% | 6.6% | -3.7% | -18.0% | 3.7% | 9.4% | 0.8%
O=C(N/N=C/c1cnc(N2CCCCC2)s1)c1ccc(Cl)cc1 | -1.6% | 0.1 | -0.5% | 10.6% | 4.4% | -24.1% | 3.4% | -64.9%[56.9 µM] | -8.5%
CC(C)c1nnc(NC(=O)C2c3ccccc3Oc3ccccc32)s1 | -1.1% | -2.4 | 2.4% | 5.6%[57.1 µM] | -4.2% | -23.3% | 1.3% | -20.9% | 7.3%[57.1 µM]
Cc1ccc(NC(=O)N(Cc2cc3cc(C)cc(C)c3[nH]c2=O)CC2COCCO2)cc1 (stereo not drawn) | -5.4% | -6.1 | 6.3% | -5.6% | 1.1% | -12.5% | -4.5% | 9.8% | -3.1%
O=C(c1ccc(F)cc1)C1CCN(C(=S)NCC2CCCO2)CC1 (stereo not drawn) | 1.9% | 2.0 | -11.8% | 7.0% | 1.0% | -23.9% | 1.0% | -4.8% | -8.6%[57.1 µM]
CC(=O)N1CCC2(CC1)OC(=O)C(C)=C2C(=O)NCc1ccccc1Cl | 5.0% | -2.6 | -5.6% | -2.3% | 1.2% | 18.5% | -0.8% | -14.0% | 0.8%
O=C(O)Cc1sc(Nc2cccc3ccccc23)nc1-c1ccc(F)cc1 | -8.3% | 2.8 | 0.6% | 1.7% | -19.7% | -33.0% | -1.4% | -8.1% | 10.2%
CN(C)CC(=O)c1c(N)n(Cc2ccccc2)c(=O)n(C)c1=O | -3.0% | -9.1 | 8.4% | 20.2%[57.1 µM] | -1.2% | -16.5% | -1.7% | 16.8% | 2.7%[57.1 µM]
Cc1ccccc1N(C(=O)CNC(=O)c1ccco1)C(C(=O)NC1CCCC1)c1ccncc1 (stereo not drawn) | -5.8% | -13.0 | 0.4% | 20.8% | 0.5% | -1.3% | -3.8% | 4.1% | 1.3%
COC(=O)CNC(=O)CN1C(=O)N(c2cccc(Cl)c2)C(N(O)C(=O)Nc2cccc(Cl)c2)C1(C)C (stereo not drawn) | 1.2% | 1.3 | -1.7% | 5.1%[57.1 µM] | -9.9% | -16.4% | 1.3% | 5.0% | -8.0%[57.1 µM]
CC(=O)Nc1cccc(Nc2nc(-c3cccs3)nc3ccccc23)c1 | 1.0% | -3.7 | -12.6% | 12.3% | -25.4% | -24.8% | -1.6% | -44.0% | 6.8%
Cc1ccc(S(=O)(=O)N2CCC(C(=O)N[C@H](C(=O)NC3CCS(=O)(=O)C3)C(C)C)CC2)cc1 (stereo partly drawn) | -2.5% | -4.3 | -1.3% | 19.9% | -2.3% | 8.6% | -1.2% | -50.3% | 5.0%
O=C1CCc2cc(S(=O)(=O)Nc3ccccc3F)ccc2N1 | 0.0% | 3.1&1.4 | -12.1% | 9.6% | -1.1% | -6.8% | 2.2% | -7.5% | 0.4%
O=C(NCCN1CCOCC1)NC1(C(F)(F)F)Oc2ccccc2O1 | 1.6% | 5.4 | 0.9% | 4.5%[57.1 µM] | -15.0% | 2.8% | ? | 0.3% | 2.5%[57.1 µM]
Cc1cnn(-c2cc(N/N=C/c3ccccc3Cl)ncn2)c1 | 0.0% | -0.4 | -3.2% | 11.4%[57.1 µM] | 0.2% | -18.4% | -2.4% | -20.3% | -23.3%[57.1 µM]
Cc1ccc(NC(=O)CN2C(=O)S/C(=C\c3ccc(C(=O)O)cc3)C2=O)cc1 | -5.3% | -0.5 | 2.7% | 5.4% | 1.0% | -9.7% | -6.4% | 5.7% | -10.3%
COc1ccccc1NC(=O)c1ccc[n+]([O-])c1 | 14.6% | -2.3 | -6.5% | -8.8% | -1.6% | -18.3% | -4.8% | 10.6% | -6.2%
COC(=O)c1nc(N)sc1-c1ccccc1 | 4.0% | 1.3 | 0.3% | -5.9% | 1.4% | -9.0% | -1.5% | 13.0%[11.4 µM] | 10.7%[57.1 µM]
Cc1nnc(C)c2c(C)n(-c3ccc(Cl)c(N)c3)c(C)c12 | -0.1% | 4.0 | -11.2% | 9.7% | -1.4% | -29.8% | -2.2% | -12.1%[56.9 µM] | 2.6%
N/C(=N\NC(=O)Nc1ccc(Cl)cc1)c1ccccn1 | 4.0% | 4.5 | 0.0% | 1.0%[57.1 µM] | 3.5% | 2.0% | -4.2% | -0.4% | -4.0%
Cc1ccc(CSCCNC(=O)CSc2ccccc2)cc1 | 10.4% | -3.1 | 5.1% | -3.9% | 1.6% | -20.2% | -0.6% | 24.5% | -8.4%
CS(=O)(=O)Nc1ccc(C(=O)N2CCN(c3ccccc3)CC2)cc1 | 4.6% | 0.4 | -0.1% | 11.2% | -4.4% | -9.3% | -1.8% | -52.9% | 8.0%
O=C(O)CCCCCCCCCC[n+]1ccccc1 | -8.3% | 0.3 | -0.4% | -12.4% | -2.0% | -5.6% | 0.3% | -6.9%[11.4 µM] | -15.1%
CCOC(=O)CNC(=O)C(CO)NC(=O)OCc1ccccc1 (stereo not drawn) | -9.0% | -5.3 | -5.0% | -4.0% | 0.7% | -5.7% | -1.8% | 7.8%[11.4 µM] | -3.0%
Cc1cc(C)c(S(=O)(=O)N2CCN(C(=O)C3CC3)CC2)c(C)c1 | -4.8% | -13.5 | -5.0% | 16.0% | -0.3% | -9.3% | -3.2% | -1.0% | 1.6%
Cn1c(=O)c2c(SCC(N)=O)nc(CC(C)(C)C)nc2n(C)c1=O | 9.5% | 1.4 | ? | 29.7%[57.1 µM] | -3.2% | -16.2% | -0.7% | -27.0% | 24.3%[57.1 µM]
CC(C(=O)Nc1ccccc1)N(C)CCOc1ccccc1 (stereo not drawn) | 3.6% | 1.2 | 0.6% | 3.6% | -0.1% | -1.6% | -3.2% | -3.7% | -2.3%
CCCCC(=O)Nc1nnc(S(=O)(=O)N(CC)c2ccc(OC)cc2)s1 | 0.0% | 1.0 | 9.4% | 20.1% | 1.8% | -22.7% | 0.4% | -4.7% | 3.6%
Clc1ccc(-c2csc(Nc3cccnc3)n2)cc1 | 2.1% | 1.2 | 3.7% | -18.3% | -0.3% | -18.6% | ? | -11.7% | -5.6%
O=C(NCc1ccccc1)c1cc2ccccc2oc1=O | -4.9% | -0.8&2.1 | -7.8% | 19.5% | -3.1% | -26.0% | 5.1% | -2.3% | 7.5%

A portion of the library, so the mix of outcomes need not match the whole.
